Screening results from PubChem BioAssay.
FBA Mtb inh – Mtb FBA enzyme inhibitors, primary screen, biochemical, fluorescence, strain H37Rv | inhibition, % at 1 µM | AID 588726, 2011 | Fructose-bisphosphate aldolase (Mycobacterium tuberculosis (strain ATCC 25618 / H37Rv)), … | actives 2.3% (n = 360,000) | purified M. tuberculosis FBA, fluorescence read-out; in the data active means inhibition above about 27%;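 further: 0% = vehicle and 100% = reference inhibitor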
FadD28 FP inh – inhibitors of FadD28 bisubstrate probe binding, primary screen, biochemical, fluorescence polarization, single point; actives 0.22% (n = 360,000); Mycobacterium tuberculosis FadD28 fatty-acid-AMP ligase; inhibition, % at 12.5 µM; in the data active means inhibition above about 8.5%, passing the limit was not always enough; inconclusive means no clear call, values can overlap the other calls
BoNT F protease – BoNT/F light chain protease inhibitors, primary screen, biochemical, flow cytometry, MLPCN library. Botulinum neurotoxin type F light chain protease (Clostridium botulinum). Multiplex microsphere protease cleavage assay. inhibition, % at 10 µM. actives 0.22% (n = 360,000). AID 588497, 2011; in the data active means inhibition above about 35%, passing the limit was not always enough; inconclusive means no clear call, values can overlap the other calls; further: plate controls were buffer without enzyme for full effect and enzyme alone for no effect
Anthrax LF prot – Bacillus anthracis LF protease inhibitors, primary screen, biochemical, multiplex microsphere, MLPCN library | inhibition, % at 10 µM | Lethal factor (Bacillus anthracis), P15917 | multiplex microsphere protease cleavage assay | AID 588501, 2011 | actives 0.12% (n = 360,000); further: plate controls were buffer without enzyme for full effect and enzyme alone for no effect
Target sequence (P15917 whole entry, looked up): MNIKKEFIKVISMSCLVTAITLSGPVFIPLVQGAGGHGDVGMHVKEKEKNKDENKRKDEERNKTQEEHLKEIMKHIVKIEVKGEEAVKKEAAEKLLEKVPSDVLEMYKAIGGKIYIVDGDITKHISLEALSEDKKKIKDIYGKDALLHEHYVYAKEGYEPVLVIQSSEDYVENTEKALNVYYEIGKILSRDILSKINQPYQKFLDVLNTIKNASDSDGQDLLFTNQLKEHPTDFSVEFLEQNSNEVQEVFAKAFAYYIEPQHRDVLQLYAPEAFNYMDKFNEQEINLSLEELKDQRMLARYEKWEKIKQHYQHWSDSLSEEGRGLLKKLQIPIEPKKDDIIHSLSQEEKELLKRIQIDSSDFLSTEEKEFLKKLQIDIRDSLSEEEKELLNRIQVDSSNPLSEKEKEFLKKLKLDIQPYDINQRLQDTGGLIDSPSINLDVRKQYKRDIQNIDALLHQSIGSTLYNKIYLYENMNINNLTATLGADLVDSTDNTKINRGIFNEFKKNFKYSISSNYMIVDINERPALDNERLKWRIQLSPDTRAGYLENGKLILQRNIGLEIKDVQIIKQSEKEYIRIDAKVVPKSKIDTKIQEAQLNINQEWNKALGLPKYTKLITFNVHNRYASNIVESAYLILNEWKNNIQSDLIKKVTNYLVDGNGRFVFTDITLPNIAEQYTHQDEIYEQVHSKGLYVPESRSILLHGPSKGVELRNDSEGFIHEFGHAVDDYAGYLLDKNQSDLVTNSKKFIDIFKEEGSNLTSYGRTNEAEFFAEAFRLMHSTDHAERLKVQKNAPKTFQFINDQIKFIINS
GDH-TPI counter – GDH-TPI coupling enzyme inhibitors, primary screen, artefact control for M. tuberculosis FBA inhibitor project, biochemical, absorbance, full deck. GDH-TPI coupled enzyme counterscreen, NADH absorbance. inhibition, % at 4.8 µM. actives 1.2% (n = 360,000). AID 588335, 2011; in the data active means inhibition above about 30%;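 further: 0% = DMSO wells and 100% = wells lacking the enzyme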
PfHsp40 yeast – rescue of yeast from PfHsp40 toxicity, primary screen, S. cerevisiae, ATP luminescence | actives 0.68% (n = 340,000) | growth rescue, % at 12.5 µM | S. cerevisiae expressing PfHsp40, growth rescue; in the data active means growth rescue above about 28%, passing the limit was not always enough; inconclusive means no clear call, values can overlap the other calls;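 further: yeast W303a lacking pdr1 and pdr3 grown in galactose medium; growth measured after three days at 30 °C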
UGM FP inh – M. tuberculosis UGM enzyme inhibitors, primary screen, biochemical, fluorescence polarization, single point. UDP-galactopyranose mutase (Mycobacterium tuberculosis (strain ATCC 25618 / H37Rv)), …. purified UGM, fluorescence polarization probe displacement. inhibition, % at 10 µM. actives 0.06% (n = 320,000). AID 504406, 2011; in the data active means inhibition above about 10%, passing the limit was not always enough; inconclusive means no clear call, values can overlap the other calls
BioA inh – M. tuberculosis BioA enzyme inhibitors, primary screen, biochemical, plate reader, single point, HTS; purified M. tuberculosis BioA enzyme; inhibition, % at 9.99 µM; AID 602481, 2012; actives 0.096% (n = 360,000); 7,8-diaminopelargonic acid synthase BioA (Mycobacterium tuberculosis); in the data active means inhibition above about 40%; inconclusive means no clear call, values can overlap the other calls
BoNT-A LC inh2 – BoNT/A light chain protease inhibitors, primary screen, biochemical, flow cytometry, MLPCN library. AID 588499, 2011. actives 0.17% (n = 360,000). multiplex microsphere protease substrate cleavage. inhibition, % at 10 µM; further: plate controls were buffer without enzyme for full effect and enzyme alone for no effect
* marks the source's active call; other numbers are inactive results; ? = inconclusive; nt = not tested or not shown. Unless noted, no stated cut-off is given here; in the data, active means inhibition above about 30%; inconclusive means no clear call, values can overlap the other calls; inactive means below that.

SMILES | FBA Mtb inh | FadD28 FP inh | BoNT F protease | Anthrax LF prot | GDH-TPI counter | PfHsp40 yeast | UGM FP inh | BioA inh | BoNT-A LC inh2
COc1ccc(Cl)cc1S(=O)(=O)NC1CC(C)(C)NC(C)(C)C1 | 7 | -0.6 | -5 | 0 | 5 | 0.0 | -0.7 | nt | -2.1
Cc1[nH]c2ccccc2c1C(=O)CN1CCN(c2ccc(Cl)cc2)CC1 | -5 | -4.9 | -17 | 13 | -6 | -0.3 | -0.5 | -0.5 | -4.2
COc1ccc(C(CNC(=O)CCNS(=O)(=O)c2ccc(Br)cc2)N2CCCC2)cc1 (stereo unspecified) | 1 | -2.1 | 2 | 4 | -4 | -0.6 | nt | 1.3 | -0.8
Cc1nnc(NC(=O)c2ccccc2F)s1 | 0 | -1.1 | -4 | 5 | -2 | -0.5 | 0.2 | -0.5 | -0.5
CN(Cc1ccccc1)S(=O)(=O)c1csc(C(N)=O)c1 | 3 | 2.0 | 2 | 0 | 3 | 1.1 | 2.0 | -5.1 | 0.6
Cc1c(NC(=O)C(C)OC(=O)c2ccc(NC(=O)CC#N)cc2)c(=O)n(-c2ccccc2)n1C (stereo unspecified) | 0 | -4.1 | -1 | -1 | -4 | 0.4 | -3.1 | nt | 6.2
C=C(C)CN(CC)C(=O)CSc1nc(O)cc(=O)n1C1CCCC1 | 1 | 0.2 | -2 | -2 | -3 | 0.4 | -1.6 | nt | -0.7
O=C(NCc1cc(Br)cc(Br)c1OC(=O)c1ccccc1[N+](=O)[O-])c1ccccc1 | -2 | -1.6 | -34 | -5 | -2 | 1.6 | -1.0 | nt | -3.4
O=C(CN(Cc1ccccc1)C(=O)c1ccc2c(c1)OCCO2)NCc1ccc2c(c1)OCO2 | 1 | -3.1 | -1 | -3 | 3 | 0.2 | -2.8 | 1.8 | -0.1
COc1ccc(Cc2nc(C(=O)Nc3ccccc3)cs2)cc1 | 0 | -4.7 | -14 | 2 | 2 | 7.4 | 0.8 | 1.2 | -0.5
COc1cc(OC)cc(C(=O)NCc2n[nH]c(=S)n2-c2ccccc2)c1 | -1 | -6.0 | 1 | 4 | 0 | -0.1 | 1.5 | nt | 0.4
FC(F)(F)c1nc(SCc2ccc(Cl)cc2Cl)n[nH]1 | 2 | -3.2 | ? | -4 | -5 | 299* | 1.9 | nt | ?
N#CC1=C2SCN(Cc3ccco3)CN2C(=O)CC1c1cccc2ccccc12 (stereo unspecified) | 2 | -1.6 | -1 | -4 | 5 | -0.6 | 0.1 | nt | 1.1
O=C(OCn1nnc2ccccc2c1=O)C1COc2ccccc2O1 (stereo unspecified) | 2 | -1.3 | 2 | -4 | 3 | -0.1 | 4.8 | -0.2 | 0.3
O=C(Nc1nc(-c2ccccc2)c(C(=O)c2ccccc2)s1)c1ccc(S(=O)(=O)N2CCCCC2)cc1 | 4 | -3.9 | -6 | 3 | 1 | 0.1 | 1.3 | -0.7 | 0.4
O=[N+]([O-])c1ccc(O)c(C=Nc2ccc3c(c2)OCO3)c1 | 3 | 2.5 | -1 | -5 | 7 | -2.1 | 3.1 | -1.1 | 0.1
CC1(C)CC(NC(=O)COc2cc3oc(=O)c4c(c3cc2Cl)CCC4)CC(C)(C)N1 | 7 | 0.4 | -2 | 1 | 22 | -1.0 | 0.0 | nt | 0.5
O=C(/C=C/c1ccco1)NCCCN1CCOCC1 | 2 | -0.1 | -2 | -3 | 0 | -0.8 | -1.9 | nt | 0.3
COc1ccc(Cl)cc1-c1cc(C(=O)NCc2cc(C(F)(F)F)cc(C(F)(F)F)c2)[nH]n1 | -3 | -1.9 | -2 | 0 | 4 | nt | nt | -1.7 | 0.3
CCC1Sc2ccc(S(=O)(=O)CCC(=O)Nc3cccc(Br)c3)cc2NC1=O (stereo unspecified) | 0 | -4.7 | -10 | 0 | 3 | 0.9 | 3.4 | 3.3 | -1.5
Cc1ccc(C(=O)OCC(=O)c2ccc(CC(=O)N3CCOCC3)s2)cc1C | 0 | nt | 9 | -4 | -1 | 0.0 | 2.7 | 0.0 | 3.7
CC[C@]12c3[nH]c4ccc(OC)cc4c3CCN1C(=O)C(CC(=O)NCCCn1ccnc1)C[C@@H]2C(=O)N1CCN(C(=O)C2CC2)CC1 (stereo partly specified) | 2 | -0.3 | -6 | 1 | 5 | 0.5 | nt | 0.7 | -0.6
CCOc1cccc(CN2CCC(CCC(=O)NC3CC3)CC2)c1O | 1 | 0.5 | ? | 10 | 17 | -2.0 | 8.1 | -2.1 | -1.0
COc1ccc(S(=O)(=O)N2CCOc3ccccc32)cc1 | 154* | -1.6 | 1 | 2 | -3 | -2.3 | -3.8 | -2.0 | -1.5
COc1ccc(CCNC(=O)CNS(=O)(=O)c2cccs2)cc1OC | -1 | -1.9 | -8 | 1 | -2 | 0.3 | 0.1 | -0.4 | -0.5
COc1cc(/C=N/NC(=O)c2ccncc2)ccc1OCC(=O)Nc1ccccc1 | -1 | -2.7 | -28 | -1 | 23 | -2.2 | 1.2 | nt | -5.4
CC(C)(C)OC(=O)N1CCC(CC2CC(c3ccccc3)=NO2)(C(=O)NCc2ccccc2)CC1 (stereo unspecified) | -2 | -1.3 | -2 | -4 | -1 | 1.2 | 4.4 | 3.5 | -0.3
CCOC(=O)N1CCN(C(=O)CCNS(=O)(=O)c2ccc(C)c(C)c2)CC1 | 2 | -1.5 | ? | 1 | 6 | -1.3 | 0.7 | -3.9 | -3.1
CCOc1ccc(-c2cc(C(=O)Nc3ccc4c(c3)OCCO4)c3ccccc3n2)cc1 | -1 | -3.3 | -1 | -8 | 23 | -0.3 | 1.1 | -1.3 | -0.8
Cc1cc(NS(=O)(=O)c2ccc(C3CCCCC3)cc2)no1 | -2 | 6.0 | -14 | -3 | 3 | 510* | 1.7 | 0.1 | -0.7
C=CC[C@@H](Cc1ccc(F)cc1)C(=O)OC[C@H]1CCCN1C(=O)[C@@H](CC=C)CC(=O)N(CCO)Cc1ccccc1 | 0 | -0.5 | 0 | -4 | 8 | ? | nt | -0.8 | -0.2
CCn1c(O)c(/C=C2\C=NN=C2c2ccccc2)sc1=S | -3 | -2.3 | ? | 9 | 7 | -1.1 | 0.6 | nt | ?
Cc1ccccc1C1=Nn2c(nnc2-c2ccco2)SC1 | 0 | -4.0 | ? | 1 | -1 | 0.6 | -1.8 | 4.2 | 5.1
Cn1cnc([N+](=O)[O-])c1Nc1ccccc1O | -3 | 0.1 | 15 | 0 | 1 | 0.3 | 0.1 | -0.4 | -0.9
O=C(NC1CCN(C(=O)C2CCCCC2)CC1)c1ccccc1 | 1 | -1.1 | 9 | -6 | -2 | 0.3 | 0.2 | nt | -0.2
COC(=O)COc1ccc(S(=O)(=O)NCc2cccnc2)cc1 | 1 | 0.9 | 5 | 6 | 8 | -0.7 | -1.5 | 9.2 | 0.9
O=S(=O)(Nc1nc2ccccc2nc1NCC1CCCO1)c1cccs1 (stereo unspecified) | 5 | -0.5 | -36 | -2 | 27 | 0.2 | 0.5 | -0.7 | -1.8
CSc1cnc2c(=O)[nH]c(=O)n(C)c2n1 | -1 | -2.4 | 25 | 0 | 20 | -2.0 | -0.2 | nt | 2.3
O=C(CSc1nc2ccccc2[nH]1)N1c2ccccc2Sc2ccccc21 | 0 | -1.6 | -7 | -1 | 7 | 3.8 | nt | nt | 0.1
Cc1cccn2c(=O)nc(SCC(=O)NCc3ccc4c(c3)OCO4)nc12 | 3 | -2.6 | -3 | 3 | 3 | 0.1 | 2.6 | 0.7 | -1.5
CCC(C(=O)OCC(=O)C1(O)CCC2C3CCC4=CC(=O)CCC4(C)C3C(O)CC21C)C(C)C (stereo unspecified) | -3 | -5.6 | 1 | -5 | -12 | 2.6 | nt | -1.8 | -0.2
COCCN(C(=O)CCN1C(=O)C2CC=CCC2C1=O)c1c(N)n(CC(C)C)c(=O)[nH]c1=O (stereo unspecified) | -2 | -0.1 | -6 | -9 | -2 | 0.2 | 0.7 | 0.3 | -0.9
O=Cc1cc2c(cc1[B-](F)(F)F)OCO2 | -1 | 0.0 | -3 | -5 | 18 | 0.3 | nt | 0.9 | -0.2
CCN(Cc1ccccc1)S(=O)(=O)c1c(C(=O)N2CCCC2)c(C)n(C)c1C | 2 | -2.4 | 0 | 1 | 3 | 1.3 | 3.8 | -1.5 | 1.4
O=C(O)C1CCN(C(=O)c2ccc(S(=O)(=O)N3CCCCCC3)cc2)CC1 | 3 | -1.8 | 2 | -8 | 14 | nt | nt | -1.3 | -0.1
Cc1cc(C(=O)CN2C(=O)c3ccccc3S2(=O)=O)c(C)n1C(C)C | 5 | -3.2 | 1 | 0 | 5 | -2.5 | -0.6 | -1.6 | 0.2
COc1ccc(C(=O)N2CCC(C(=O)c3ccc(F)cc3)CC2)cc1 | -1 | -2.7 | 4 | -2 | 3 | 0.0 | 0.7 | 2.6 | 0.8
CCOC(=O)C1CCN(c2cc3c(cc2NC(=O)c2ccccc2Br)n(C)c(=O)n3C)CC1 | 3 | -2.3 | 0 | 0 | 9 | -1.0 | 2.2 | 1.3 | -0.1
C=CCc1cccc2cc(C(=O)NC3=C(C#N)CCC3)c(=O)oc12 | 1 | 0.1 | nt | nt | 14 | -1.5 | 8.6 | 0.8 | nt
COC(=O)C1(C(F)(F)F)N=C(C(F)(F)F)Nc2ccc(Cl)cc21 (stereo unspecified) | -1 | -3.7 | 4 | -1 | 6 | 0.4 | -1.3 | -1.3 | 0.2
Cc1cc(Oc2ccc(C#N)cc2)nc(N2CCOCC2)n1 | -1 | -0.1 | -6 | -3 | -1 | -1.0 | -4.2 | -0.9 | -0.7
NC(=O)C1CCCN(C(=O)Nc2cccc3ccccc23)C1 (stereo unspecified) | 40* | -0.2 | -4 | 1 | -3 | -0.2 | 3.4 | -0.8 | 0.5
Cc1cc(NC(=O)CSc2nncn2-c2ccccc2)no1 | 3 | 1.1 | -6 | 1 | 1 | -0.8 | 0.1 | nt | -0.7
